Bioassay records deposited in PubChem BioAssay by Sanford-Burnham Center for Chemical Genomics.
tim23-1 inh: inhibits growth of tim23-1 mutant yeast; S. cerevisiae tim23-1 growth, BacTiter-Glo luminescence, 24 h; 330,000 tested, 1.3% active; inhibition, % at 20 µM;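 active means growth inhibition of the mutant yeast at or above 50%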;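 further: temperature-sensitive mutant grown at 25 °C; plate controls were DMSO-treated mutant yeast for no effect and medium wells lacking yeast for full effect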
NALP3 yeast inh: blocks the NALP3 inflammasome reconstituted in yeast; Yeast reconstituted NLRP3/ASC/caspase-1, beta-gal luminescence, 24 h; inhibition, % at 10 µM; 330,000 tested, 0.39% active; AID 2825;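 active means inhibition of 50% or more; inactive means inhibition below 50%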;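 further: plate controls were induced DMSO wells for no effect and uninduced yeast grown without galactose for full effect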
APJ agonist: activates the human apelin receptor APJ | activation, % at 20 µM | 330,000 tested, 0.11% active | CHO-K1 APJ PathHunter beta-arrestin, luminescence; 0% DMSO wells, 100% apelin | AID 2520;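 active means activation more than six SD over the plate average, tested at 20 µM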;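 further: 0% = DMSO alone and 100% = apelin-13 at 10 nM; some results filed as inactive read as strong as hits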
Target sequence (P35414 whole entry, looked up): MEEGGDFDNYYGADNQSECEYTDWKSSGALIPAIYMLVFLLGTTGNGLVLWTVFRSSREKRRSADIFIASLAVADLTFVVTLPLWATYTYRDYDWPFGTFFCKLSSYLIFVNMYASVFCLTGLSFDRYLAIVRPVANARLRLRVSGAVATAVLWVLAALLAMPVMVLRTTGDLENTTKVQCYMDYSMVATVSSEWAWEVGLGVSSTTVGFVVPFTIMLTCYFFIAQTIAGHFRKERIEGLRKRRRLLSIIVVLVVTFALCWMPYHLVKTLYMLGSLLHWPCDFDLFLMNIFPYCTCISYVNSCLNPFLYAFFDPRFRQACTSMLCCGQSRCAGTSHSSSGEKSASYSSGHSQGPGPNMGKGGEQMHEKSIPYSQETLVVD
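Assay system: engineered CHO-K1 APJ arrestin reporter cells; Amount: 1000 CHO-K1 reporter cells seeded per well; Dosing: one dose, 20 µM compound, 1% DMSO; Times: compound stimulation 90 min at 25 °C, detection 60 min; Measured by: luminescent beta-gal fragment complementation, chemiluminescent substrate; Read-out: APJ–arrestin association signal; Controls: DMSO vs Apelin-13 10 nM.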
TIM10 inh: TIM10 yeast growth inhibition; S. cerevisiae TIM10 strain growth, BacTiter-Glo luminescence, 24 h; inhibition, % at 10 µM; 330,000 tested, 1.4% active; AID 463195;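 active means inhibition of 40% or more at the single tested concentration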;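 further: wild-type TIM10 isogenic control strain grown at permissive 25 °C; 0% = DMSO yeast wells and 100% = minimal medium wells without yeast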
tim10-1 inh: inhibits growth of tim10-1 mutant yeast; inhibition, % at 20 µM; 330,000 tested, 2.2% active; AID 463190; S. cerevisiae tim10-1 ts strain growth, BacTiter-Glo, 24 h;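 active means inhibition of at least 40%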;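 further: mutant grown at 25 °C; 0% = DMSO wells with yeast and 100% = wells holding no yeast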
APJ antag: APJ receptor antagonism; P35414; CHO-K1 APJ beta-arrestin complementation, luminescence; inhibition, % at 20 µM; 330,000 tested, 0.32% active;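 active means inhibition above about 40% at 20 µM, limit read from the data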;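 further: cells challenged with 10 nM apelin-13 agonist together with compound; plate controls were apelin-13 plus DMSO wells for no effect and DMSO wells lacking apelin-13 for full effect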
beta cell repl: induces beta-cell replication in MIN6 cells; MIN6 cells proliferation, ATPlite luminescence, 48 h; cells starved in 0.2% serum; 100% = growth in 10% serum; proliferation, % at 10 µM; 330,000 tested, 0.29% active; AID 2380;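 active means compounds whose signal lies at least 3.5 SD above the mean of all wells on their plate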;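 further: 0% = DMSO-treated cells in low-serum medium and 100% = 10% serum control; some compounds called inactive have numbers as strong as hits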
MPTP inh: blocks calcium-induced mitochondrial swelling; 360,000 tested, 1.4% active; AID 602449; inhibition, % at 10 µM; isolated mouse mitochondria, Ca2+ swelling absorbance, 30 min;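 active means inhibition of 50% or more, scaled per plate between neutral and stimulator controls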;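 further: 0% = DMSO wells given calcium and 100% = 1 mM EGTA wells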
GRIN3A LBD mod: modulates the human NR3A ligand-binding domain. NR3A LBD differential scanning fluorimetry, Tm shift; 0% = protein alone, 100% = glycine-bound protein. Tm shift relative to glycine control, % at 25 µM. 340,000 tested, 2.5% active. AID 1259313;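 active means melting temperature shift of at least 10% of the positive control shift, at one fixed dose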
An asterisk follows results filed as active; / = no result given. Rows were taken by chance; about 7.2% have a hit in one of these screens.

Every second line gives: beta cell repl	tim10-1 inh	APJ agonist	tim23-1 inh	NALP3 yeast inh	APJ antag	MPTP inh	TIM10 inh	GRIN3A LBD mod
1: Cc1ccc(NC2OC(C(O)CO)C(O)C2O)cc1[N+](=O)[O-] (stereo not drawn)
  -3	0	-3	-8	-6	18	-6.4	-5	0
2: COc1ccccc1-c1nnc(SCC(=O)N2CC(C)CC(C)C2)o1 (stereo not drawn)
  -4	16	-2	28	39	18	-1.6	-6	-3
3: COc1ccc(Cc2nc3ccc(C(=O)N(C)C(C)c4ccon4)cc3o2)cc1 (stereo not drawn)
  0	22	2	26	13	3	0.9	8	-1
4: CC1CCCCC12NC(=O)N(CC(=O)Nc1ccc3c(c1)OCCCO3)C2=O (stereo not drawn)
  1	-7	1	-4	6	-6	-2.9	-7	1
5: CS(=O)(=O)Nc1ccc2c(c1)ncn2CCc1ccccc1
  -1	-5	-4	2	-6	-8	-0.4	-10	0
6: CSc1ncccc1C(=O)Nc1nccs1
  -1	-17	-3	23	0	-2	-1.3	5	1
7: COc1ccc(C(=O)NC(CO)c2nnc(SCc3ccc(Cl)c(Cl)c3)n2C)cc1 (stereo not drawn)
  -3	2	-1	-9	10	-11	0.7	-2	0
8: OCCNCc1cc(Br)ccc1OCc1ccccc1Cl
  -1	26	-3	19	11	-1	3.0	15	0
9: Cc1cc(NC(=O)c2cccs2)n(-c2ccccc2)n1
  -1	13	1	2	14	2	0.2	-23	-1
10: O=C(COC(=O)c1cc(Cl)ccc1O)NCC1CCCO1 (stereo not drawn)
  1	8	2	13	5	-4	-0.3	2	-1
11: O=C(Nc1ccnn1C1CCN(Cc2cccc(F)c2F)CC1)C1CCCC1
  0	9	-8	15	11	8	1.2	3	1
12: COc1cccc(N2CCN(C(=O)c3cc4c(s3)CCCCC4)CC2)c1
  -3	13	2	31	10	-1	-1.0	5	2
13: Cc1[nH]c2ccccc2c1C(=O)COC(=O)CCS(=O)(=O)c1ccccc1Cl
  -4	30	-1	9	7	-5	1.3	4	-9
14: COc1ccc(NC(=O)Nc2nnc(N3CCC(C)CC3)s2)cc1OC
  -6	13	1	1	7	-20	-0.5	4	-1
15: Fc1ccccc1NC(=S)NNc1ncc(C(F)(F)F)cc1Cl
  0	1	3	7	13	37	4.9	2	-6
16: CN(C)c1ccc(S(=O)(=O)N2CCCCC2)cc1NC(=O)C1CSC2(C)CCC(=O)N12 (stereo not drawn)
  -4	10	-3	2	9	11	0.7	1	3
17: O=S(=O)(c1cccs1)N1CN(Cc2ccco2)c2nc3ccccc3nc21
  -2	24	-1	22	5	-30	0.6	19	-1
18: O=C(C[C@H]1C/C=C\C[C@@H](Cc2ccc(F)cc2)C(=O)O[C@@H](c2ccccc2)CNC1=O)NCCO
  -2	-2	-2	-7	15	2	-3.5	-4	1
19: COc1cccc(CN(Cc2ccco2)S(=O)(=O)c2ccc(S(=O)(=O)NCc3ccccc3)cc2)c1OC
  -4	18	-5	6	7	-11	2.0	20	2
20: COc1ccc(Cc2nc(-c3cccc(C)c3)no2)cc1
  1	11	-5	19	6	4	-1.4	9	0
21: Cc1ccc(CNC(=O)c2ccc[nH]2)cc1
  3	-4	-1	7	13	-3	-0.9	-7	-2
22: COc1cc(OC)c(OC)cc1/C=N/n1c(-c2n[nH]c3c2CCC3)n[nH]c1=S
  1	15	0	25	13	1	0.8	8	-1
23: COc1ccc(C2C(C(C)=O)=C(O)C(=O)N2c2ccc(O)cc2)cc1 (stereo not drawn)
  -1	-16	-2	3	8	-12	0.4	-7	-1
24: Cc1no[n+]([O-])c1COc1ccc(/C=C(\C#N)C(N)=O)cc1
  -1	14	2	14	-5	-3	0.2	-21	-12
25: Cc1c(OCC(=O)NCCCN2CCOCC2)ccc2c3c(c(=O)oc12)CCC3
  -2	48*	-7	22	11	7	0.7	25	3
26: N=C1/C(=C\c2ccc(OC(=O)c3ccccc3Cl)cc2)C(=O)N=C2SC(N3CCOCC3)=NN12
  -5	20	-16	24	22	17	1.2	19	-4
27: COc1ccc(C(C(=O)NC2CCCC2)N(Cc2cccnc2)C(=O)Cc2cccs2)c(OC)c1 (stereo not drawn)
  0	-12	-1	-3	2	25	-0.1	11	0
28: O=C(COC(=O)c1nc(Cl)ccc1Cl)c1ccc(Cl)s1
  -3	11	-3	24	-5	5	1.3	11	0
29: NC(=O)NC(CC(=O)NCCc1ccccn1)c1ccccc1Cl (stereo not drawn)
  -2	10	-4	6	-9	-11	-0.4	-13	-3
30: COc1ccc(Oc2ccc(N/C=C3/CCCC3=O)cc2)cc1
  0	10	0	13	19	1	2.5	5	17*

One compound at a time (already shown). Screens in order: beta cell repl	tim10-1 inh	APJ agonist	tim23-1 inh	NALP3 yeast inh	APJ antag	MPTP inh	TIM10 inh	GRIN3A LBD mod
Entry for COc1cccc(CN(Cc2ccco2)S(=O)(=O)c2ccc(S(=O)(=O)NCc3ccccc3)cc2)c1OC = -4	18	-5	6	7	-11	2.0	20	2
Entry for COc1ccc(C2C(C(C)=O)=C(O)C(=O)N2c2ccc(O)cc2)cc1 (stereo not drawn) = -1	-16	-2	3	8	-12	0.4	-7	-1
Entry for Cc1ccc(CNC(=O)c2ccc[nH]2)cc1 = 3	-4	-1	7	13	-3	-0.9	-7	-2
Entry for COc1cc(OC)c(OC)cc1/C=N/n1c(-c2n[nH]c3c2CCC3)n[nH]c1=S = 1	15	0	25	13	1	0.8	8	-1

(next part)
Every second line gives: beta cell repl	tim10-1 inh	APJ agonist	tim23-1 inh	NALP3 yeast inh	APJ antag	MPTP inh	TIM10 inh	GRIN3A LBD mod
31: O=S(=O)(NN1CCOCC1)c1ccc(Br)s1
  0	-8	-6	-7	10	9	-2.0	-1	1
32: COc1ccc(-n2c(SCC(=O)Nc3cc(C)on3)nc3ccccc3c2=O)cc1Cl
  -4	-6	-1	-7	-7	-3	2.8	9	-5
33: Cc1ccc(CSc2nn3c(=O)c(C)nnc3s2)cc1
  0	2	0	5	35	-3	-0.5	-5	0
34: Cc1cccc(-n2nnnc2SCC(=O)N(CC(C)C)c2c(N)n(CC(C)C)c(=O)[nH]c2=O)c1
  -2	15	-2	0	6	0	1.8	4	-1
35: CCN(CC)S(=O)(=O)c1cccc(C(=O)Oc2cccc(NC(=O)c3cccs3)c2)c1
  -2	17	-3	22	14	6	-0.6	24	-1
36: CC(=O)N(Cc1cccnc1)Cc1cc2ccc(C)cc2[nH]c1=O
  1	1	1	1	17	-7	0.1	1	-1
37: Cc1cc(Br)ccc1NC(=O)CN(C)C(=O)CSCc1ccccc1
  -4	13	-2	15	14	11	0.5	8	1
38: CCC(NC(=S)NC1CCCCC1)c1ccc(C(C)C)cc1 (stereo not drawn)
  -7	3	-5	28	20	14	25	5	/
39: Cc1ccc(C(C(=O)NC2CCCCC2)N(C(=O)Cc2c[nH]c3ccccc23)c2ccccc2)o1 (stereo not drawn)
  -5	16	-5	19	5	6	9.9	10	-7
40: O=[n+]1cc(-c2ccc(Cl)cc2)n([O-])c2c1CCC2
  3	8	-1	18	17	1	0.9	13	5
41: Cc1ccc2nc3c(c(Nc4ccc(O)cc4)c2c1)CCC3
  -6	7	1	13	27	-21	-0.2	7	-14
42: COc1ccc(Br)cc1S(=O)(=O)NCCc1cccs1
  -5	-24	-1	19	6	6	0.4	-17	-4
43: CCCC1(c2ccccc2)NC(=O)N(CC(=O)Nc2sc(-c3ccccc3)cc2C(=O)OCC)C1=O (stereo not drawn)
  -4	14	-4	-3	8	-1	0.8	7	-1
44: CN(Cc1cccc2cnccc12)C(=O)c1cc(COc2ccc(F)cc2F)on1
  -5	11	11	35	37	8	1.8	-12	1
45: Cn1cc(CCCC(=O)NCc2ccc(F)cc2)c2ccccc21
  -6	16	-1	8	30	-2	0.1	-12	7
46: COc1cccc(NC(=S)NC2CC3CCCC(C2)N3CC(C)C)c1 (stereo not drawn)
  -2	-7	-5	-3	16	20	-3.4	3	1
47: COc1ccc(C2CC(C(F)(F)F)n3ncc(C(=O)Nc4cccc(O)c4)c3N2)cc1OC (stereo not drawn)
  0	15	3	6	5	8	-9.3	15	-10
48: CN(CC(=O)Nc1cccnc1)S(=O)(=O)c1cc(Cl)ccc1Cl
  3	18	-3	2	0	4	-0.9	11	0
49: COc1cccc(/C=N/n2c(-c3ccco3)nc3ccccc3c2=O)c1
  1	17	-1	22	0	-3	-1.3	0	-1
50: CCCN(CCC)C(=O)Cn1c(=O)n(CCC(=O)NCCc2ccccc2)c(=O)c2ccccc21
  -1	20	-3	9	-2	-8	-2.1	12	2
51: Cc1ccc(CNC(=O)CSc2nc3c(sc4ccccc43)c(=O)n2CCCN2CCCC2)cc1
  -7	14	-4	34	15	14	1.1	8	-1
52: CC(C)(C)[C@H]1C=C(C(=O)N2CCOCC2)O[C@@H](OCc2ccc(CO)cc2)C1
  -3	7	-6	93*	14	7	-2.9	3	1
53: Cc1ccc(C2/C(=C(\O)c3ccc4c(c3)OCCO4)C(=O)C(=O)N2CC2CCCO2)cc1 (stereo not drawn)
  5	-3	-1	0	21	9	-1.4	-4	-1
54: CCOC(=O)N1CCN(C(=O)COC(=O)c2ccccc2NCCO)CC1
  -4	4	-6	2	2	5	-1.3	1	0
55: COc1ccc(NC(=O)n2ncc3c(C)cccc32)cc1
  -4	16	-2	30	12	-2	4.3	19	2
56: CCO[C@@H]1OC(C(=O)N2CCOCC2)=C[C@H](c2cn(C(C)=O)c3ccccc23)[C@H]1CCCO
  -4	-24	-7	-3	12	18	-3.5	-1	-3
57: CCOC(=O)c1ccc(NC(=O)c2sc3nc(N4CCOCC4)c4c(c3c2N)CCCC4)cc1
  0	16	-2	19	24	2	-1.9	5	0
